# High-throughput results as filed in PubChem.
# IDE inh: human IDE inhibitors in live cells, primary screen, fluorescence polarization, HEK cells, FAbetaB substrate; 320,000 compounds, 0.41% hits; Insulin-degrading enzyme (Homo sapiens), P14735; FAbetaB cleavage; inhibition, % at 5.59 µM;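 active = percent inhibition above the average of all tested compounds plus 3 SD, set per screening campaign, cut at about 16% in these data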;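 note: IDE supplied by intact live HEK cells; FP after avidin binding of uncleaved biotin substrate so inhibition keeps polarization high; 0% = DMSO wells and 100% = 60 µM reference IDE inhibitor Ii1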
# DNA FID counter: compounds displacing fluorescent DNA intercalator, primary screen, artefact control for HCV NS3 helicase inhibitor project, biochemical, FID fluorescence; 290,000 compounds, 0.17% hits; DNA fluorescent intercalator displacement; inhibition, % at 7.9 µM; in the data active = inhibition above about 37%;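 note: 0% = vehicle and 100% = reference compound; higher means more ethidium bromide displaced from hairpin DNA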
# VIM-2 inh: VIM-2 metallo-beta-lactamase inhibitors, primary screen, biochemical, epi-absorbance readout, Pseudomonas aeruginosa enzyme; inhibition, % at 5.6 µM; AID 1527, 2009; purified VIM-2, nitrocefin hydrolysis, epi-absorbance fluorescence; 290,000 compounds, 0.89% hits;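 active = inhibition above the mean of all tested compounds plus 3 SD, cutoff set per screening run, cut at about 7.5% in these data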;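 note: red hydrolysis product quenches plate fluorescence so inhibitors raise well fluorescence; 0% = enzyme with DMSO and 100% = DMSO without enzyme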
# M18AAP inhibitor: PfM18AAP inhibitors, malaria aminopeptidase, primary screen, biochemical, QFRET, recombinant enzyme; M18 aspartyl aminopeptidase (Plasmodium falciparum 3D7); H-Glu-NHMec fluorogenic cleavage; inhibition, % at 7.35 µM; 290,000 compounds, 1.2% hits; AID 1822, 2009;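 active = inhibition above the campaign mean inhibition over all tested compounds plus 3 SD, cut at about 28% in these data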;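 note: 0% = plate median of test compound wells and 100% = 2 mM ZnCl2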
# HCV NS3 hel inh: inhibitors of HCV NS3 helicase, primary screen, biochemical, Cy5 molecular beacon fluorescence | 290,000 compounds, 0.56% hits | Hepatitis C virus NS3 helicase | NS3 helicase DNA unwinding | inhibition, % at 10.9 µM;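 active = inhibition above the mean of all tested compounds plus 3 SD, set per campaign, cut at about 35% in these data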;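 note: 0% = DMSO wells and 100% = thioflavine S control wells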
#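 test system = hepatitis C virus NS3 helicase domain fragment enzyme | reagent = annealed dual-labelled DNA beacon duplex, ATP-started | times = 1 h at 25 °C | detection = Cy5 fluorescence, 0 and 60 min reads | read-out basis = percent inhibition from t60/t0 fluorescence ratio | control set = DMSO and thioflavine S | replication = one well per compound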
# SUMO HTRF inh: inhibitors of in vitro SUMOylation cascade, primary screen, biochemical, HTRF, uHTS | HTRF SUMOylation assay, SAE1/SAE2 + UBC9 | inhibition, % at 35 µM | 290,000 compounds, 0.36% hits | AID 2006, 2009; in the data active = inhibition above about 50%, passing the limit was not always enough; note: strong numbers were not always called active
# IMP-1 inhibitor: IMP-1 metallo-beta-lactamase inhibitors, primary screen, biochemical, epi-absorbance readout, Pseudomonas aeruginosa enzyme; AID 1556, 2009; purified IMP-1, nitrocefin hydrolysis, epi-absorbance fluorescence; metallo-beta-lactamase IMP-1 (Pseudomonas aeruginosa); 290,000 compounds, 0.45% hits; inhibition, % at 5.6 µM;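 active = inhibition above the mean plus 3 SD of all compounds in the same screening run, cut at about 4.5% in these data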;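 note: 0% = IMP-1 with DMSO and 100% = DMSO wells lacking enzyme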
#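 System: purified recombinant IMP-1 beta-lactamase. Medium: Zinc- and detergent-supplemented HEPES buffer, pH 7.1. Compound: one 5.6 µM dose […]. Schedule: 15 min preincubation plus 25 min reaction at 25 °C. Technique: Epi-absorbance fluorescence, 480 nm excitation, 530 nm emission.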
# p-CIP stab down: p/CIP-EGFP fusion destabilizers, primary screen, fluorescence, F442A cells. decrease of EGFP signal, % at 10 µM. 290,000 compounds, 0.01% hits. 16 h. Q05BA5;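 active = EGFP signal decrease of at least 30% at 10 µM or well 3 SD below plate mean, unless failing retest; inactive = the rest, including hits failing retest or dose response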; note: some compounds called inactive have numbers as strong as hits; many of its hits are not listed in these tables
# IDE act: human IDE activators in live cells, primary screen, fluorescence polarization, HEK cells, FAbeta-B substrate | Insulin-degrading enzyme (Homo sapiens), P14735 | FAbeta-B cleavage; 0% vehicle, 100% cell-free pure enzyme wells | activation, % at 5.96 µM | 340,000 compounds, 0.073% hits;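 active = activation above the mean of all tested compounds plus 3 SD, set per screening campaign, cut at about 17% in these data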
# * = called active by the depositor; / = no result given. The order is random. About 3.6% of those tested had a hit in this group.
SMILES,IDE inh,DNA FID counter,VIM-2 inh,M18AAP inhibitor,HCV NS3 hel inh,SUMO HTRF inh,IMP-1 inhibitor,p-CIP stab down,IDE act
OCC(O)C(O)C(O)C(O)c1nc2ccccc2[nH]1 (configuration not stated),-10,-4,1.7,-5,-2,18,-0.6,5,4
CCOC(=O)c1cc(-c2ccccc2)sc1NC(=O)CSc1nnc(N)s1,2,-4,-1.7,5,1,11,-1.6,-12,-1
C=C(C)Cn1c(=O)c2c(nc3n2CC(C)CN3Cc2ccccc2)n(C)c1=O (configuration not stated),-5,-36,3.5,2,6,22,-4.7,-10,7
CC(=O)N1c2ccc(S(=O)(=O)N(C)CC(=O)NCc3ccc(C)cc3)cc2CC1C (configuration not stated),-2,-47,-0.7,-14,-5,/,-0.7,-14,3
CN1CCN(S(=O)(=O)c2ccc(Cc3ccc(S(=O)(=O)N4CCN(C)CC4)cc3)cc2)CC1,-1,23,-1.6,-1,-41,-12,-3.0,-4,2
CCCn1c(NCc2cc(OC)ccc2OC)nc2ccccc21,-1,13,-4.7,-12,0,-2,-2.7,-7,1
CCOc1ccc(C(=O)Nc2c3c(nn2-c2ccc(F)cc2)CS(=O)C3)cc1 (configuration not stated),5,-3,3.0,13,-2,10,-0.1,-5,2
COc1cccc(CN2CC(C(=O)N(C)Cc3nc(C)cs3)CCC2=O)c1 (configuration not stated),/,-13,-0.7,-1,-6,5,-2.4,28,-3
COc1ccc(C2Nc3ccccc3C(=O)N2NS(=O)(=O)c2ccc(C)cc2)cc1OC (configuration not stated),-2,-29,0.0,-11,5,-8,-1.9,0,-5
Cc1cc(C)n2nc(N)c(N=Nc3ccc4c(c3)OCO4)c2n1,-1,0,-4.0,-1,0,-19,-2.3,-16,-4
COc1ccccc1NC(=O)N1CCN(CCc2ccccc2)CC1,-2,-12,-2.2,-1,10,-10,-2.4,8,4
CCN1C(C(=O)Nc2cc(C)on2)=C(O)c2ccccc2S1(=O)=O,-1,-6,-2.5,-6,-18,13,-0.8,-1,4

# Next part; the last 3 above are carried over.
SMILES,IDE inh,DNA FID counter,VIM-2 inh,M18AAP inhibitor,HCV NS3 hel inh,SUMO HTRF inh,IMP-1 inhibitor,p-CIP stab down,IDE act
Cc1cc(C)n2nc(N)c(N=Nc3ccc4c(c3)OCO4)c2n1,-1,0,-4.0,-1,0,-19,-2.3,-16,-4
COc1ccccc1NC(=O)N1CCN(CCc2ccccc2)CC1,-2,-12,-2.2,-1,10,-10,-2.4,8,4
CCN1C(C(=O)Nc2cc(C)on2)=C(O)c2ccccc2S1(=O)=O,-1,-6,-2.5,-6,-18,13,-0.8,-1,4
CN1C(=O)C(O)(CC(=O)c2ccccc2O)c2cc(Br)ccc21 (configuration not stated),0,2,-4.2,7,-7,-2,-1.3,3,1
O=C(NC1(C(F)(F)F)OCCO1)c1ccc(F)cc1,-8,-9,-2.3,1,3,9,-2.5,12,2
O=C(Oc1cccc2c(OC(=O)N3CCCC3)cccc12)N1CCCC1,3,-25,-1.9,12,2,21,-5.1,-2,3
CCc1nc2ccc(C(=O)NCCc3ccco3)cc2nc1CC,10,-36,-2.0,-23,22,1,-4.0,3,1
C=CCNC(=O)c1ccc(N(C)S(=O)(=O)c2ccc(OC)cc2)cc1,1,-10,-3.8,-11,11,-16,-2.9,6,-1
CC(=O)Oc1ccc(C(=O)Nc2cccc(C(=O)Nc3ccccc3C(=O)O)c2)cc1,/,-18,-3.7,-3,10,9,-1.8,-7,3
COc1ccc(OC)c(S(=O)(=O)NCc2cn3cccc(C)c3n2)c1,-3,-1,0.9,-8,-7,-6,-1.8,0,1
CS(=O)(=O)N(CC(=O)NCc1ccc2c(c1)OCO2)c1cccc(Cl)c1,3,-14,-0.4,-1,-16,-1,-3.0,-10,7
CCCC1CC(C)(C(=O)Cn2[nH]c(=O)ccc2=O)OC1=O (configuration not stated),-2,1,-2.2,-1,-7,12,-1.6,2,-2
O=S(=O)(c1ccccc1)N1N=C(c2ccc(Br)cc2)CC1c1ccco1 (configuration not stated),1,-15,-2.2,2,-3,3,-2.5,-9,2
COc1ccc(O)c(C(=O)c2coc(=N)c(C(=O)Nc3ccc(SC(F)F)cc3)c2)c1,20*,-14,1.7,3,10,17,2.0,-46,-22
CC(C)c1ccc2nc3sc(C(=O)N4CCc5ccccc5C4)c(N)c3cc2c1,-3,-9,-3.0,8,9,-15,-2.3,3,-5
Cc1ccc(C(C(=O)NC2CCCC2)N2CCCC(C)C2)cc1 (configuration not stated),5,-2,-5.5,2,-3,-2,-2.5,5,6
CC1CC(C)CN(C(=O)CCS(=O)(=O)c2ccc3c(c2)NC(=O)CS3)C1 (configuration not stated),5,-36,-1.1,0,1,9,-1.6,-5,1
CCC(C(=O)NC(C)(C)C)N(Cc1ccccc1Cl)C(=O)c1snc(C(N)=O)c1N (configuration not stated),4,-28,-0.2,-5,-4,-5,0.7,4,3
OCCN1CCN(C(=S)Nc2ccccc2)CC1,3,0,-3.8,-4,-3,-10,-2.7,5,0
O=C(c1cccc2ccccc12)C1CCCN(C(=O)CCCn2cncn2)C1 (configuration not stated),4,-5,-6.5,0,3,-8,-2.0,-16,0
Cc1ccc(NS(=O)(=O)c2cc([N+](=O)[O-])ccc2NNC(=S)Nc2cc(C)ccc2C)c(C)c1,-1,6,1.0,39*,21,-24,-1.6,-4,-4
CCOC(=O)c1cccc(NC(=O)CSc2nnnn2C)c1,8,-1,-0.1,5,3,3,-1.5,10,3
CCc1nc(C)ccc1OC(=O)C12CC3CC(CC(C3)C1)C2,2,-1,-2.9,0,9,-9,-3.8,5,-1
O=C(NCC(=O)N1CCCCC1)c1ccc2ccccc2c1,-2,-10,-0.2,-12,4,-2,-1.6,-4,8
CC(C)C1CC(CCN)(c2ccccc2)CCO1 (configuration not stated),1,15,1.6,3,3,4,-0.3,-5,-2
CC(C)CC1(C)NC(=O)N(CC(=O)NC(=O)Nc2ccc3c(c2)OCCO3)C1=O (configuration not stated),0,-15,-0.5,2,-1,12,-3.9,-3,5
COc1ccc2[nH]c(C(=O)NCCN3CCCCC3)cc2c1,4,-5,-2.9,-13,0,23,-2.3,-10,/
O=C(O)C1C2C=CC(O2)C1C(=O)NCc1ccccc1Br (configuration not stated),6,1,-1.9,-8,4,11,-1.1,-6,5
COc1cccc(N2CC(C(=O)NC3CCCCC3)CC2=O)c1 (configuration not stated),2,-1,-1.8,-6,13,28,-1.7,2,5
CCCCCCCSc1nsc(N)n1,3,-3,-1.4,-1,-6,-10,-2.9,-19,1
COC(=O)c1ccccc1OS(=O)(=O)N(C)C,1,-1,-1.4,9,2,4,-0.8,2,4
CCC(=O)Nc1c(C(=O)N2CCN(c3ccccn3)CC2)cnn1-c1ccc(Cl)cc1,9,-30,-5.5,2,-2,-21,-1.0,6,2
CCC(C)n1c(=O)c2sccc2n2c(CCCC(=O)N3CCC(C(N)=O)CC3)nnc12 (configuration not stated),3,-20,-2.0,0,-3,27,-2.2,-16,-2
CC(CCc1ccccc1)NC(=O)c1ccc(Br)cc1 (configuration not stated),/,-19,-0.9,1,9,6,-2.6,1,7
COc1ccc(O)c(/C=N/NC(=O)CCC(=O)Nc2ccc(F)cc2)c1,3,-4,-2.9,7,8,11,0.0,4,5
CCCNC(=O)c1onc(CSc2nc3ccccc3[nH]2)c1C(=O)NCCC,2,-24,-1.8,3,-9,6,-3.8,21,-9
O=C(C[n+]1cccc2ccccc21)c1ccc([N+](=O)[O-])cc1,1,10,-7.2,6,2,12,-6.2,-4,2
CC1(C)Cc2c(cnn2-c2ccc(F)cc2)C(NC(=O)C2CCC2)C1 (configuration not stated),0,-45,-1.7,-3,-2,-6,-2.9,-30,-4
Cc1ccc(CNC(=O)CN(C(=O)C2(C)CC(=O)N=C3C=CC=CN32)c2cc(C)ccc2C)cc1 (configuration not stated),-4,-25,-0.7,11,0,3,-2.3,-6,-2
CCCc1nc2oc3cc(OC)ccc3c(=O)c2c(=O)n1CCc1ccccc1,-1,-4,-4.1,4,-1,14,-3.4,-4,1
CC1CCN(CCCNC(=O)c2ccc(N3CCCC3=O)cc2)CC1,2,-3,-2.9,2,10,6,-2.5,0,4
COc1cc(-n2c(=O)c3ccccc3n(CC(=O)c3ccccc3)c2=O)cc(OC)c1OC,5,-11,-0.2,5,0,15,-2.4,5,7
Cc1ccc(OC(=O)c2cc3ccccc3o2)cc1,-1,-5,-1.3,-3,1,0,-0.5,-7,0
CC(C)c1ccc(OC(=O)c2cccc(S(=O)(=O)N3CCN(C)CC3)c2)cc1,9,24,-1.3,2,-57,1,-0.9,2,0
CCOc1c(S(=O)(=O)NC2CC(C)(C)NC(C)(C)C2)ccc(Cl)c1Cl,6,22,-1.6,-5,-5,12,-1.6,-8,2
COc1cc(OC)cc(C(=O)N[C@H](C(=O)Nc2nnc(C3CC3)s2)C(C)C)c1,3,-12,-3.1,-13,2,6,-2.4,2,4
COc1ccc(C(=O)Nc2c3c(nn2-c2ccc(Cl)cc2)CS(=O)(=O)C3)cc1,4,-28,-2.7,4,-8,1,-1.3,0,2
COc1ccc(-n2c(=S)[nH]c3cc(C(=O)N4CCN(c5ccccc5)CC4)ccc3c2=O)c(OC)c1,-2,-39,-1.4,-3,-9,10,-1.4,-10,-2
Cc1cccc(Nc2nc(NCCCN3CCOCC3)nc(N)c2[N+](=O)[O-])c1,3,7,14*,0,-17,-5,-1.7,8,0
O=S(=O)(c1ccc(F)cc1)N1CCN(C(=S)NCCc2ccccc2)CC1,-1,-23,-1.8,-2,-2,-10,-3.7,-40,6
CCOC(=O)COc1ccc(N)cc1CC(NC(C)=O)(C(=O)OCC)C(=O)OCC,-1,-20,-4.9,10,10,24,-3.0,-5,4
Cc1nc(CCNC(=O)CC2C(=O)NCCN2Cc2ccc(F)cc2)sc1C (configuration not stated),4,-7,0.0,-8,-4,5,-0.8,-6,2
CC(C)Sc1nc2c(cnn2-c2ccc(F)cc2)c(=O)[nH]1,1,-2,-0.4,0,0,3,-2.4,2,5
COC(=O)Cc1c(C)nc(SCc2ccccc2)[nH]c1=O,1,-10,-3.3,0,8,9,-0.9,-12,-1
O=C(c1cc2ccccc2o1)N(C1CC1)C1(C(=O)Nc2ccccc2)CCCC1,10,-14,-0.5,-4,-9,-4,-2.6,-10,1
